High-throughput results: PubChem BioAssay, National Center for Advancing Translational Sciences (NCATS)
DRD3 antagonist – blocks the human D3 dopamine receptor; P35462; D3R cells, DiscoveRx beta-arrestin luminescence, antagonist mode; hits give low values; max response, negative = inhibition, %; 2.5% of 360,000 active; AID 652054; in the data active = max response below about -50%; inconclusive = no clear call, values can overlap the other calls; also: % is scaled to controls: 0 for no effect and ±100 for the full control effect; mostly tested at two doses, the higher about 12 µM
Target sequence (P35462 whole entry, looked up): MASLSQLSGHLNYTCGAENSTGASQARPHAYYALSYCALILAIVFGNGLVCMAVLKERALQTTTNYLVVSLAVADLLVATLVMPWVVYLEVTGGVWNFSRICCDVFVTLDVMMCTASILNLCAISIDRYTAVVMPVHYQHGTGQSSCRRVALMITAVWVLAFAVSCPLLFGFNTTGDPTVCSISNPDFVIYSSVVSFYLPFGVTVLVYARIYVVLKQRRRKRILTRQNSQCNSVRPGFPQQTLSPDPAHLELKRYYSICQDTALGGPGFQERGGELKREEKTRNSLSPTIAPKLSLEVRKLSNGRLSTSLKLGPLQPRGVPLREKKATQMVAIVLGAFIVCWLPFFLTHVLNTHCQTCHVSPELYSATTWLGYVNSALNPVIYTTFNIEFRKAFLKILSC
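Cells expressing the human receptor were seeded at 1500 cells/well, incubated overnight at 37 degrees C in 5% CO2, then exposed to library compounds with dopamine controls for 90 minutes at 37 degrees C before luminescent detection.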
WRN helicase inh – inhibitors of human WRN helicase | Q14191 | WRN helicase unwinding, fluorescent forked duplex, kinetic | Potency, µM (top dose mostly 114 µM), for the others: top-dose activity change, negative = inhibition, actives largely listed as inhibitors | 0.46% of 360,000 active; also: potency is read from the fitted curve at half-maximal effect; % is scaled to controls: 0 for no effect and ±100 for the full control effect; nearly all actives have a fitted effect of over 55% in size
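Fluorescence dequenching readout, ex 525 nm/em 598 nm, kinetic mode: forked duplex DNA (100 nM final) with adjacent fluorophore and quencher unwound by WRN (20 nM final) with 2 mM ATP. Compound preincubation 15 min, room temperature.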
GLP1R cytotox – cytotoxicity in counter-screen for GLP-1R inverse agonists; HEK293 cAMP-luciferase reporter cells, luminescence, 24 h; Potency, µM (highest dose often 38.3 µM), without a hit: at the top dose activity change, negative = inhibition, most hits filed as inhibitors; 0.13% of 410,000 active;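 also: loss of luciferase light is scored as toxicity; potency is read from the fitted curve at half-maximal effect; % is scaled to controls: 0 for no effect and ±100 for the full control effect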
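Step one: seed cells (200 cells/uL, DMEM with 10% Nu serum, 1% pen-strep). Step two: 12-hour incubation at 37 deg C. Step three: pin 23 nL compound, incubate 24 hr. Step four: add luciferase reagent, read luminescence 12 min later.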
PI5P4K alpha inh – blocks human PI5P4K alpha kinase activity. max response, %. 1.2% of 330,000 active. P48426. PI5P4Kalpha enzyme, ADP-Glo luminescence, 60 min; hits give low values; active = max response of -50% or lower; inconclusive = between -30% and -50%; inactive = -30% or higher; also: value at the top dose of about 77 µM; % is scaled to controls: 0 for no effect and ±100 for the full control effect
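Luminescence from ADP-Glo served as readout of PI5P4Kalpha activity in a qHTS format. Reaction: enzyme, substrate, compound, ATP at 5 microM final, 60 min at RT.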
GLP1R ag – activates the human GLP-1 receptor; P43220; HEK293 GLP-1R CRE-luciferase, luminescence, 4-6 h; cells express a hypersensitive GLP-1R form; Potency, µM (highest dose often 45.6 µM), inactives show at the top dose activation, actives largely listed as activators; 0.007% of 380,000 active; AID 624172; also: potency is read from the fitted curve at half-maximal effect; % of control where 0% means no effect
DRD3 agonist – activates the human D3 dopamine receptor; P35462; D3R DiscoveRx beta-arrestin cells, luminescence, 90 min; max activation, %; 0.58% of 410,000 active; AID 652048; in the data active = max activation above about 30%; also: 0% is about no effect; mostly tested at two doses, the higher about 12 µM
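Agonist-mode cell screen: cells plated at 1500/well and incubated overnight at 37 °C, then exposed to library compounds for 90 min at 37 °C. Detection reagent was added for 30–60 min at room temperature, and luminescence was read.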
GLP1R inv ag – GLP-1 receptor (human) inverse agonism. HEK293 GLP-1R CRE-luciferase, luminescence, 24 h; GLP-1R form is constitutively active. Potency, µM (highest dose often 38.3 µM), without a hit: top-dose activity change, negative = inhibition, most hits filed as inhibitors. 1.6% of 410,000 active; also: potency is read from the fitted curve at half-maximal effect; % is scaled to controls: 0 for no effect and ±100 for the full control effect; nearly all actives have a fitted effect of over 55% in size
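GLP-1R inverse agonism mode: basal reporter luminescence in engineered HEK293 cells measured after one day of compound exposure at 37 deg C, with a 12 min room-temperature detection step.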
IL-2 act – IL-2 activation; IL-2 activation reporter assay, cell-based qHTS; stimulated with anti-CD3/CD4/CD28 beads; in transgenic mouse T cells; 0.065% of 360,000 active; activation, % (series mostly up to about 46 µM); AID 652025; in the data active = activation above about 50%; inconclusive = mostly about 30% to 49%; also: 0% is about no effect
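Readout: EGFP and DsRed signals by fluorescent plate cytometry. Unstimulated transgenic mouse T cells received compound 60 min before antibody-bead stimulation, then incubated 18 h at 37 degrees C.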
PLK1 PBD inh – inhibitors of human PLK1 polo-box domain binding | P53350 | Plk1 PBD binding of FITC phosphopeptide, fluorescence polarization | 2.8% of 360,000 active | Potency, µM, for the others: max response, negative = inhibition, hits mostly inhibitors; also: potency is read from the fitted curve at half-maximal effect; series mostly up to about 57 µM; % is scaled to controls: 0 for no effect and ±100 for the full control effect; nearly all actives have a fitted effect of over 65% in size
Target sequence (P53350 whole entry, looked up, the tested form may be a part): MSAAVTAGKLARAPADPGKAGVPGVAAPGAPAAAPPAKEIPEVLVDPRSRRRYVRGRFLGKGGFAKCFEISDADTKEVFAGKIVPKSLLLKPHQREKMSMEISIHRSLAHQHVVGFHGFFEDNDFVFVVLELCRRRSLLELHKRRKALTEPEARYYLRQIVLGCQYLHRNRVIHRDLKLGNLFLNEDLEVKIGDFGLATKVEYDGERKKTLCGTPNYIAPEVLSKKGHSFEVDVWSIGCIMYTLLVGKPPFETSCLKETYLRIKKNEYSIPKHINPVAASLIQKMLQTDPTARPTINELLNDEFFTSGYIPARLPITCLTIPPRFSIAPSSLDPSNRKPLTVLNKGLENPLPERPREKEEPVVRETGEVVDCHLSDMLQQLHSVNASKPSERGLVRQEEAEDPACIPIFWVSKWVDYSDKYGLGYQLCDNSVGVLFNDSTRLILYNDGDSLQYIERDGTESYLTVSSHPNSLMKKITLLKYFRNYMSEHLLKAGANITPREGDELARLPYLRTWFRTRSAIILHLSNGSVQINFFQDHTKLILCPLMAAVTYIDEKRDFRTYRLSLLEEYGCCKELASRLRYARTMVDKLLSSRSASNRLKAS
An asterisk follows results filed as active; ? = inconclusive; nt = not tested or not shown; [ ] = dose if it differs, or a comment. Unless noted, calls follow the shape of the dose curve; as a rule, active = well fitted curve in the direction sought with a large enough effect; inconclusive = small, poorly fitted or top-dose-only effect, or another doubt; inactive = no such curve, though single readings can be large; an effect the other way counts as inactive or inconclusive.

SMILES	DRD3 antagonist	WRN helicase inh	GLP1R cytotox	PI5P4K alpha inh	GLP1R ag	DRD3 agonist	GLP1R inv ag	IL-2 act	PLK1 PBD inh
COC(=O)c1cc(C(=O)OCC(=O)NCc2cccs2)cc([N+](=O)[O-])c1	5.3	5.4%	-0.2%	-4.6	3.4%	-6.5	1.0%	-0.6	-9.3%
CC(C)(C)NC(=O)CN1CCC(NC(=O)C23CC4CC(CC(C4)C2)C3)CC1	1.6	-1.1%	-0.1%	-0.5	6.0%	-12.6	?	-0.7	6.7%
CC(=O)N(C(C)=O)N1C(=O)C2C3c4ccccc4C(c4ccccc43)C2C1=O (centres undefined)	4.6	-34.9%	-37.9%	-18.6	-0.8%	1.0	-17.1%	-2.7	?
Cc1cccc(OCC(=O)NNC(=O)c2cccs2)c1	-2.7	5.3%	1.0%	2.4	6.9%	-4.8	9.5%	2.3	-6.0%
COc1ccc(C(=O)CSc2cc(C)nc(SCC(=O)c3ccc(C)cc3)n2)cc1	6.0	1.5%	3.8%	1.8	-11.1%	7.8	?	-0.3	2.4%
Cn1c(-c2ccco2)nc2cc3ccccc3cc21	28.5	-21.7%	1.3%	nt	-7.1%	2.2	?	1.0	?
CC(C)(C)c1cc(N)on1	-20.0	1.2%	11.7%	-4.2	-7.2%	3.5	2.3%	-2.2	-10.6%
O=[N+]([O-])c1ccc(NN=Cc2cccc3ccccc23)nc1	-1.7	0.0%	55.6%[activator]	1.0	9.3%	-12.1	4.3%	58.5*	-6.0%
Cc1cc(C(=O)CN2C(=O)c3ccccc3C2=O)c(C)n1C1CC1	24.4	3.8%	-14.0%	nt	-6.5%	13.7	-8.8%	-1.8	-6.1%
Oc1ccc(/C=N/N2CCN(C3c4ccccc4-c4ccccc43)CC2)cc1	5.3	-3.5%	1.8%	10.4	-4.3%	-12.0	?	-1.1	-1.7%
O=C(Cn1c(=O)n(-c2ccccc2)c(=O)c2sc3ccccc3c21)N1CCCC1	nt	nt	-17.0%	nt	-2.8%	-0.3	1.4%	nt	nt
CC(=O)N(C(C)=O)c1cccc(N(Cc2ccccc2)Cc2ccccc2)c1	0.1	-6.3%	0.0%	7.4	1.9%	-1.2	?	-0.2	0.2%
Cc1ccc2cccc(OCc3ccc(Br)cc3)c2n1	3.5	-10.0%	9.3%	-3.1	20.7%	-3.2	?	-0.3	0.3%
O=C(CCS(=O)(=O)c1ccccc1)Nc1nc(-c2ccccn2)cs1	-22.0	-1.9%	-4.4%	-3.2	6.0%	0.1	?	-1.6	-16.8%
O=C(NCc1ccco1)c1cc(C(=O)C2CCCCC2)c[nH]1	-14.7	-5.0%	-3.8%	nt	-5.3%	-12.9	4.4%	1.2	-2.3%

3 compounds already listed, arranged by count of non-hydrogen atoms, highest first:
SMILES	DRD3 antagonist	WRN helicase inh	GLP1R cytotox	PI5P4K alpha inh	GLP1R ag	DRD3 agonist	GLP1R inv ag	IL-2 act	PLK1 PBD inh
COC(=O)c1cc(C(=O)OCC(=O)NCc2cccs2)cc([N+](=O)[O-])c1	5.3	5.4%	-0.2%	-4.6	3.4%	-6.5	1.0%	-0.6	-9.3%
O=[N+]([O-])c1ccc(NN=Cc2cccc3ccccc23)nc1	-1.7	0.0%	55.6%[activator]	1.0	9.3%	-12.1	4.3%	58.5*	-6.0%
CC(C)(C)c1cc(N)on1	-20.0	1.2%	11.7%	-4.2	-7.2%	3.5	2.3%	-2.2	-10.6%

Next section.
SMILES	DRD3 antagonist	WRN helicase inh	GLP1R cytotox	PI5P4K alpha inh	GLP1R ag	DRD3 agonist	GLP1R inv ag	IL-2 act	PLK1 PBD inh
CCCCNC(=O)CSc1nc2ccc(N3CCOCC3)cc2c(=O)n1Cc1ccc(OC)cc1	-8.5	-6.1%	5.1%	0.5	9.0%	-5.0	18.3%	-5.4	-10.8%
O=C(CSC(=S)N1CCN(c2ccccc2)CC1)Nc1nc(-c2ccccc2)c(-c2ccccc2)o1	25.9	-9.1%	0.6%	4.5	-1.5%	2.6	0.9%	-3.6	-12.5%
CCOC(=O)N1CCN(S(=O)(=O)c2ccc(C)cc2)C1c1ccccc1 (centres undefined)	14.5	-2.0%	-7.2%	-1.1	-3.3%	2.5	?	-1.3	-6.5%
CC(C)n1c(SCC(=O)c2ccc3c(c2)OCCO3)nc2c1c(=O)n(C)c(=O)n2C	-13.9	2.7%	-13.5%	nt	-1.0%	-2.4	2.5%	-0.4	-6.5%
CCCCC(=O)Nc1ccc(NC(=O)c2ccc([N+](=O)[O-])cc2)cc1OC	-11.5	-8.2%	-5.8%	-6.9	0.2%	-4.4	8.7%	2.0	-7.4%
CCCCN(C(=O)C1CCCC1)c1c(N)n(CC(C)C)c(=O)[nH]c1=O	1.0	-3.3%	-22.3%	-1.2	-6.8%	5.2	-33.8%	0.3	-4.5%
O=C(C1=C[C@H](C2CC2)C[C@H](OCCCCO)O1)N1CCN(Cc2ccc3c(c2)OCO3)CC1	-27.7	8.6%	14.7%	3.9	-0.7%	-33.2	8.4%	0.5	-11.8%
COc1cc(NC(=O)CSc2nnc(C)s2)cc(OC)c1	0.0	-7.1%	-0.3%	1.2	-10.7%	-1.0	-1.0%	-0.6	0.4%
CCCCCC1CC(=O)N(Cc2ccccc2)C(=O)N1 (centres undefined)	21.3	-0.4%	-5.7%	3.9	-3.3%	3.2	0.5%	-1.0	0.6%
NS(=O)(=O)c1ccc(CCNC(=O)COC(=O)c2ccc([N+](=O)[O-])o2)cc1	8.3	-5.4%	-0.3%	1.2	3.8%	-5.5	16.1%	-0.1	-11.3%
CN(C)S(=O)(=O)c1cccc(N=C2NN=C(c3ccccc3)CS2)c1	-2.4	-2.4%	?	-17.9	-10.4%	-7.4	11.2µM*	-0.5	?
CCc1cc2c(=O)c(-c3ccc4c(c3)OCCO4)coc2cc1OS(C)(=O)=O	7.6	-20.0%[57.1 µM]	?	7.1	10.5%	15.1	?	-3.6	-8.0%
Cc1cc(NC(=O)c2ccc3c(c2)OCCO3)no1	15.3	-9.6%	-25.6%	-19.7	-15.8%	2.5	?	-1.6	-1.5%
Cc1ccc2[nH]c(=O)c(CN(CCCN3CCOCC3)C(=O)Nc3ccc(Cl)cc3)cc2c1	4.9	5.2%	0.6%	-2.2	10.4%	-5.1	8.3%	-0.6	-10.6%
Oc1ccccc1Nc1nc(NCC2CCCO2)c2ccccc2n1 (centres undefined)	14.0	-15.9%	?	nt	-15.9%	-3.4	-20.1%	-2.2	-4.7%
CCOC(=O)C1(C)CCCN1C(=O)c1ccccc1F (centres undefined)	7.0	-1.3%	1.4%	-1.1	5.6%	4.9	24.5%	-0.2	3.4%
Cc1ccc(C(=O)OCC(=O)NCc2cccs2)cc1	4.9	-0.1%	11.9%	-2.0	-5.3%	-4.7	10.6%	1.9	?
Cc1cc2oc3ccc(NCCCn4ccnc4)cc3c(=O)c2cc1C	-18.7	-27.9%	-12.8%	3.7	7.6%	7.5	-0.2%	5.6	45.0%[activator]
Cc1nc2ccccc2nc(C)c1=NOCc1ccccc1Cl	0.0	-8.5%	2.2%	-3.8	-3.0%	-3.4	?	-2.0	-5.5%
COc1ccc(-c2cc(=O)oc3cc(OCC(C)=O)ccc23)cc1	-19.0	2.7%	1.2%	2.1	26.0%	0.7	7.3%	-1.4	-7.9%
O=C1OC(COCC#Cc2ccccc2)CN1c1ccccc1 (centres undefined)	-18.6	-1.2%	13.5%	2.2	-2.7%	-2.9	?	-2.1	-1.0%
CCOC(=O)c1c(C)[nH]c(C)c1C(=O)CSc1nnc(-c2ccncc2)n1C	-5.6	-5.8%	-1.3%	7.0	-2.5%	-11.7	0.4%	0.9	-7.7%
Cc1ccc(S(=O)(=O)N2CCOCC2)cc1NC(=O)CSc1nc(N)cc(=O)[nH]1	28.9	4.7%	3.6%	-5.8	-2.6%	3.4	-1.6%	-3.0	-20.0%
Cc1cc(C)nc(NC(=O)Cc2cccs2)n1	24.6	-2.2%	-20.3%	-4.6	-7.9%	4.1	5.2%	-0.4	-1.7%
Cc1ccc(S(=O)(=O)N(CC(=O)NCc2ccco2)Cc2ccccc2F)cc1	-3.3	3.4%	5.8%	-6.0	3.6%	-1.6	?	-2.8	-6.0%
CCN(CC)c1ccc(N=C2C=CC(=O)C=C2NC(C)=O)cc1	-19.5	17.8µM*	?	-28.5	5.5%	-13.7	-4.5%	0.3	-15.6%
NC12CC3CC(C1)CC(O)(C3)C2	-20.1	-15.2%	-1.3%	nt	0.2%	7.6	25.7%	-1.2	-12.5%
COc1ccc(N2C(=O)CSC2c2ccc3c(c2)OCO3)cc1 (centres undefined)	-17.8	-24.2%	-3.3%	nt	20.0%	-1.1	12.2%	-0.7	-2.6%
O=C(O)c1ccnc(SCC(=O)c2ccccc2)c1	-14.4	-10.0%	-20.3%	-9.9	-7.3%	-1.1	0.0%	-0.3	-10.8%
COc1ccc(S(=O)(=O)Nc2cccc(S(=O)(=O)N3CCCCCC3)c2)cc1	1.4	-13.6%	9.9%	2.0	-1.2%	6.2	?	0.2	-12.5%
Cc1cc(C(=O)N2CCOCC2)n(-c2ccccc2)n1	2.0	-7.1%	4.3%	-3.1	-4.4%	6.0	0.9%	-1.1	-2.8%
NC(=NCCc1ccccc1)NC(=O)c1cc(Cl)ccc1O	-6.2	-16.5%	4.0%	12.2	0.4%	21.1	?	0.5	-7.8%
COc1ccc(S(=O)(=O)Cc2ccc(C(=O)N3CCN(C(=O)c4ccco4)CC3)o2)cc1	5.9	-3.5%	-25.6%	-4.9	2.0%	4.9	0.9%	-0.3	-2.9%
c1nc2nc3c(c(N4CCOCC4)n2n1)CCCC3	17.5	-4.2%	-8.9%	-0.1	5.8%	0.0	7.7%	-1.0	3.0%
CC1=C(C(=O)N2CCOCC2)CC(CC(=O)NC2CC2)C(=O)N1Cc1ccc(C(C)(C)C)cc1 (centres undefined)	?	8.7%	1.3%	-10.7	4.5%	-7.5	1.3%	-2.9	-11.7%
O=C(COc1ccccc1[N+](=O)[O-])Nc1ccccc1N1CCCCC1	12.8	?	5.6%	2.2	0.2%	3.9	-23.1%	-4.7	-10.0%
